# Cardiac RTF inh – cardiac RTF calcium desensitization; P19429+P45379; hit rate 0.12% among 340,000; AID 493244; inhibition, % at 7.15 µM; IANBD-labeled cardiac RTF, Ca2+ fluorescence;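 active means inhibition above the mean inhibition of all tested compounds plus 3 SD, cut at about 17% in these data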;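 further: assay run at fixed EC70 calcium of 1.6 mM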
# C-LANA FP – KSHV C-LANA DNA binding inhibition; inhibition, % at 9 µM; MBP-C-LANA/FAM-LBS DNA binding, fluorescence polarization; hit rate 0.078% among 340,000;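 active means highest replicate inhibition at or above 60% at 9 µM, even if other replicates fall short; inactive means all replicates below 60% inhibition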;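 further: 0% = neutral control wells and 100% = 4 µM acridine orange control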
# Arrestin-AP2 inh – blocks beta-arrestin peptide binding to AP2 adaptin | inhibition, % at 10 µM | AID 504490 | hit rate 0.31% among 340,000 | FITC-arrestin peptide / GST-AP2 beads, flow cytometry; AP2 beta2 appendage carries R879A mutation;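 active means inhibition above a set limit, near 3 SD of compounds lacking own fluorescence, cut at about 54% in these data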;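 further: plate controls were DMSO wells for no effect and 5 µM unlabelled arrestin peptide for full effect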
#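 Measured by: flow cytometry, FL1 (488/535 nm); Material: AP2 appendage R879A on GSH beads; Evaluation: percent response; Timing: pre-incubation 12 min, peptide binding 1 h, room temperature; Also added: 50 nM FITC-arrestin peptide; Medium: PBS with 0.05% Tween 20 and 0.1% BSA.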
# PvdQ acylase – P. aeruginosa PvdQ acylase inhibition | purified PvdQ acylase, fluorescence plate reader | inhibition, % at 10 µM | hit rate 0.063% among 340,000; in the data active means inhibition above about 30%, passing the limit was not always enough;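 further: 0% = vehicle neutral wells and 100% = reference inhibitor wells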
# PKA-R2B activ – activators of human PKA-R2B complex. P22694+P31323. PKA-R2B holoenzyme dissociation, Cy5-IP20 fluorescence polarization; R2B truncated from residue 108, S112A mutant; 0% DMSO only, 100% 113 µM cGMP. activation, % at 11.4 µM. hit rate 0.079% among 340,000. AID 504700;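 active means activation above a cutoff set at the mean over all compounds plus 3 SD, cut at about 18% in these data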;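 further: higher means more holoenzyme dissociation and a rise in polarization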
# Target sequence (P31323 whole entry, looked up, other chains not shown, the tested form may be a part): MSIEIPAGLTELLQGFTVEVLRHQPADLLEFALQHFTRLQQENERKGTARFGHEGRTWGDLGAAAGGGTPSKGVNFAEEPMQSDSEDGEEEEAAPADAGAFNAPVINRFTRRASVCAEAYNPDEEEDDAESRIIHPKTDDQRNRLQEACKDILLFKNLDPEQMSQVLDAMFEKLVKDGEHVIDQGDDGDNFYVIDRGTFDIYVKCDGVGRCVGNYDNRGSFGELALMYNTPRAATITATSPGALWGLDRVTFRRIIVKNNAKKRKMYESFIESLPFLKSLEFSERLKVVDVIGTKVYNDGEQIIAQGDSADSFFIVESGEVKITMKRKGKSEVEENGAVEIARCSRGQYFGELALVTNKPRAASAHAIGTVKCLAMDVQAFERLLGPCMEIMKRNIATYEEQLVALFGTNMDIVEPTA
# DAGLB inhibitor – blocks human DAGLB lipase activity | Q8NCG7 | HEK293T DAGLB membrane lysate, EnzChek fluorogenic substrate | inhibition, % at 5.17 µM | hit rate 0.059% among 340,000 | AID 504411; in the data active means inhibition above about 34%;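 further: 0% = enzyme with vehicle and 100% = wells lacking enzyme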
# Target sequence (Q8NCG7 whole entry, looked up): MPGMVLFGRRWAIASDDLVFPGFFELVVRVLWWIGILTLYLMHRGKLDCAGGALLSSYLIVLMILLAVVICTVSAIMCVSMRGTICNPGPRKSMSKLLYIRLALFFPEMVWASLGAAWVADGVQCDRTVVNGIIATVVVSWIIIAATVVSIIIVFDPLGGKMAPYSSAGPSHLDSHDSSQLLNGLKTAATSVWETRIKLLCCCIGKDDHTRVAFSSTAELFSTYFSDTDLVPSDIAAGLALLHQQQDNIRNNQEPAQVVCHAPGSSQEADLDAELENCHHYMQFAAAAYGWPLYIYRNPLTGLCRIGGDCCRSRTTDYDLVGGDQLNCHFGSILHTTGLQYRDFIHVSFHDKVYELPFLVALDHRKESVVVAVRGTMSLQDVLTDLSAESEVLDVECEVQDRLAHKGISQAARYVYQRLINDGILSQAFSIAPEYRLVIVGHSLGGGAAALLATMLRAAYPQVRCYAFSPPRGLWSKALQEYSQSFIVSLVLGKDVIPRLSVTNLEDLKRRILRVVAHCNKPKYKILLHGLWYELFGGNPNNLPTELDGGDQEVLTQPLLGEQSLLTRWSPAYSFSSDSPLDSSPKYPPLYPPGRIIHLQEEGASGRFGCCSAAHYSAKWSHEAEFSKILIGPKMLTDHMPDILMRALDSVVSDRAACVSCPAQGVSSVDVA
# SR-BI DiI inh – mouse SR-BI HDL lipid transfer inhibition. Q61009. ldlA[mSR-BI] CHO cells, DiI-HDL uptake fluorescence, 3 h. inhibition, % at 12.5 µM. hit rate 0.96% among 320,000. AID 488896;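 active means mean replicate inhibition of at least 70% and a set share of replicates each scoring 70 or more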;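 further: 0% = median of neutral control wells and 100% = median of positive control wells; values of inactives mirror those of a sister screen read the other way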
# NSD2 HMT inh – blocks human histone methyltransferase NSD2; inhibition, % at 12.5 µM; O96028; hit rate 0.54% among 310,000; NSD2 peptide methylation, AlphaScreen, 120 min; in the data active means inhibition above about 50%
# SR-BI uptake up – activators of SR-BI mediated HDL lipid uptake; CHO ldlA[mSR-BI] cells, DiI-HDL uptake fluorescence, 3 h; 100 = double the neutral-control signal; activation, % at 12.5 µM; hit rate 0.096% among 320,000; AID 504775;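 active means mean replicate activation of at least 60% and every replicate at or above 60%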;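 further: 0% = median plate neutral-control signal and 100% = twice that signal; values of inactives mirror those of a sister screen read the other way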
#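 Assay system: LDL receptor-deficient CHO ldlA cells overexpressing murine SR-BI / Medium: BSA-supplemented, HEPES-buffered Ham's F12, pH 7.4 / Probe or stimulus: DiI-labelled HDL at 10 µg/mL final / Timing: compound with DiI-HDL co-incubation, 3 h at 37 °C / Technique: bottom-read cell fluorescence after medium removal, ex 550/em 595 nm / Measure: HDL uptake via cellular fluorescence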
# Keap1 Nrf2 FP – Keap1-Nrf2 (human) interaction inhibition | inhibition, % at 9.4 µM | Keap1 Kelch-Nrf2 peptide fluorescence polarization, 1536-well | Q14145 | hit rate 0.15% among 340,000; in the data active means inhibition above about 12%;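 further: human Keap1 Kelch domain with fluorescein labeled Nrf2 9mer peptide probe; 0% = neutral control wells and 100% = peptide positive control; higher means more block of Keap1 binding to Nrf2 peptide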
# Active calls of the source: *; . = not tested or not shown.
SMILES,Cardiac RTF inh,C-LANA FP,Arrestin-AP2 inh,PvdQ acylase,PKA-R2B activ,DAGLB inhibitor,SR-BI DiI inh,NSD2 HMT inh,SR-BI uptake up,Keap1 Nrf2 FP
COc1ccc2cc(/C=N/NC(=O)c3ccc(CN(c4cccc(Cl)c4Cl)S(C)(=O)=O)cc3)c(Cl)nc2c1,-16,1.9,5,0,-5,1,40,-6,-40,4
Cc1cccc(NC(=S)N2CCN(S(C)(=O)=O)CC2)c1,2,0.3,-14,-6,0,1,0,0,0,-5
COc1ccc(CCNC(=O)c2ccc(SC)cc2OC)cc1,-18,-0.5,27,-5,1,-5,2,1,-2,0
CC1CN(C(=O)c2ccc(C(=O)c3ccccc3)cc2)CC(C)O1 (configuration not stated),-8,0.8,17,6,-6,1,0,-2,0,1
COc1ccc(/C=C/C(=O)OCC(=O)NC2CCCC2)cc1,6,0.1,10,-2,-8,0,12,.,-12,1
Nc1cc(=O)[nH]c(SCC(=O)N2CCCCC2)n1,-3,1.5,4,7,-6,-1,-35,-4,35,-1
CC(C)(C)OC(=O)C[C@H]1C/C=C\C[C@@H](CC(=O)N(CCO)Cc2ccccc2)C(=O)NCCOC1=O,6,1.3,-8,-6,4,-3,-1,.,-4,0
Cc1ccnc(N2CCC(C(=O)NNC(=O)COc3cccc4ccccc34)CC2)n1,2,1.3,6,-4,8,1,39,-4,-39,1
COc1ccc(CC(=O)N2N=C(C)CC2(O)c2cccnc2)cc1OC (configuration not stated),-7,0.5,20,-5,-1,0,20,27,-20,1
Cc1ccc2c(C)c(C)c(=O)n(C)c2c1,-8,4.7,-27,-10,4,1,-1,-1,1,6
CN(C)c1nc(N)c(C(=O)N=C(N)N)nc1Cl,-17,-2.1,10,-9,1,2,-10,.,10,-2
CCCC(C)NC1=NCCCCC1 (configuration not stated),18*,1.3,4,-4,-4,1,-5,21,5,-8
Cc1nc2c(sc3nc4c(cc32)COC(C)(C)C4)c(=O)n1CC(=O)NCc1ccco1,-5,0.6,0,-13,-4,-1,-1,9,1,-1
Nc1nc(Br)c2ccccc2c1-c1ccccc1,-9,-0.7,5,-14,1,-5,15,-3,-15,-7
COc1ccc(O)c(C(=O)c2cnn(-c3ccccc3)c2)c1,5,0.5,16,0,10,-3,-1,3,1,-4
COc1cc(C2SCC(=O)N2c2nnc(C34CC5CC(CC(C5)C3)C4)s2)cc(OC)c1OC (configuration not stated),0,-3.9,30,2,2,-1,-32,-1,32,-2
O=C(CNC(=O)c1ccncc1)N/N=C/c1ccc(Br)cc1,-1,-2.0,-12,-13,3,0,13,.,-13,-8
OCCCn1c(-c2ccccc2)nc(=S)c2c1CCCC2,-4,-1.4,0,-10,0,0,-13,3,13,-3
O=C(CCNS(=O)(=O)c1ccccc1C(F)(F)F)N1CCN(S(=O)(=O)c2cccc(F)c2)CC1,-13,-0.2,0,-3,-3,-3,-6,1,6,3
Cc1cc[n+](-c2nc3ccccc3nc2[N-]S(=O)(=O)c2cccs2)cc1C,3,-1.2,-11,-6,-16,1,-2,-1,2,-1
O=C1C2C3c4ccccc4C(c4ccccc43)[C@@H]2C(=O)N1c1nc(-c2ccccc2)cs1 (some centres not stated),-3,0.1,1,-13,2,-3,-31,-4,31,-3
COC(=O)C1=C(C)NC2=C(C(=O)c3ccccc32)C1c1cccc(OC)c1 (configuration not stated),2,-0.3,-18,-21,-16,24,-1,1,1,-7
COc1ccc(N2CCN(C(=O)c3ccc(NS(=O)(=O)c4cccc(F)c4)cc3)CC2)cc1,2,-2.2,-9,-3,-10,6,15,.,-15,-8
CC(=O)N1CCc2c(sc(NC(=O)C3CCN(S(=O)(=O)c4cccs4)CC3)c2C(N)=O)C1,-13,4.1,13,6,-9,-2,-11,-1,11,0
Clc1ccc(-c2nc3cnccn3c2Nc2ccc3c(c2)OCO3)cc1,5,-0.5,11,7,-11,4,26,.,-26,2
Cn1c(=O)[nH]c(=O)c2c1nc(NCc1ccco1)n2Cc1ccccc1Cl,1,-0.1,21,0,6,4,.,0,.,-1
CC1(C)Cc2nc(-c3ccccc3)nc(NNC(=O)c3ccco3)c2CO1,-3,0.7,10,-5,6,-3,-5,1,5,0
c1ccc2c(c1)COC(CNC1CCCCC1)OC2,-5,-2.5,-7,17,-10,0,-5,1,5,-7
OC(CNCc1cccc(Br)c1)c1ccccc1 (configuration not stated),8,0.7,-13,-5,-7,-4,6,-1,-6,4
CCCCN(C)S(=O)(=O)c1cc2c(cc1Br)CCN2C(=O)C1CC1,-6,0.2,13,-3,-5,-3,.,-2,.,0
O=C(O)c1ccccc1C(c1ccccc1)c1ccccc1O (configuration not stated),-5,1.6,-10,-11,-3,3,26,-3,-26,3
COc1ccc(OS(=O)(=O)Cc2ccccc2)cc1,-5,-18,0,-16,10,-3,10,1,-10,-6
O=C(NCCOc1ccccc1F)C1CC(=O)N(Cc2ccccc2)C1 (configuration not stated),4,-0.6,35,-3,-6,-1,-10,-1,10,0
COc1ccc(C(=O)OCC(=O)c2ccc[nH]2)cc1,0,0.9,24,-2,-1,-1,0,19,0,-1
O=S(=O)(c1ccc(Br)cc1)N1CCN(c2ccc3nnc(-c4ccccc4)n3n2)CC1,-15,0.5,3,-10,-3,-2,-6,.,-2,-7
O=C(CC1C[C@H](C(=O)N2CCCCC2)[C@@]2(CCc3ccccc3)c3[nH]c4ccccc4c3CCN2C1=O)NCc1cccc(C(F)(F)F)c1 (some centres not stated),-3,0.3,-2,-7,-2,-3,0,.,0,-3
CC(Oc1cccc(NC(=O)c2cccs2)c1)C(=O)c1ccccc1 (configuration not stated),-4,-0.7,-1,6,-6,-5,14,1,-14,-2
N#Cc1nc(Cc2ccccc2)oc1NCCCn1ccnc1,-16,-0.5,-7,-6,4,0,-22,.,22,1
Cc1ccc(C(=O)OCC(=O)NC(C)C2CC3CCC2C3)cc1N (configuration not stated),-5,-0.3,-4,24,0,2,-11,0,11,0
CCN(CC)C(=O)CSc1nnc(CCNC(=O)OC(C)(C)C)o1,3,0.0,4,-7,-4,-1,-15,-1,15,0
CCOC(=O)N1CCC(NC(=O)CS(=O)(=O)Cc2nc(-c3cccc(OC)c3)oc2C)CC1,4,-0.4,33,1,5,0,31,2,-31,-2
COc1cc(C(C[N+](=O)[O-])c2c(C)[nH]c3ccccc23)ccc1O (configuration not stated),-5,2.0,3,-1,-8,3,11,8,-11,0
COc1ccccc1/C=C/C=N/NC(=O)c1cccs1,-2,-0.3,-6,-10,-7,1,28,2,-28,0
CC(C)(C)c1ccc(C(=O)N2CCN(S(=O)(=O)c3ccc(Br)s3)CC2)cc1,-16,0.2,1,-7,-2,-2,-25,-2,25,3
COc1cc(C)ccc1OCCOCCN(C)Cc1ccccc1,-1,-0.6,13,8,2,5,15,5,-15,-3
Cc1sc(NC(=O)c2cc(-c3ccccc3)nc3ccccc23)c(C(N)=O)c1C,2,-0.8,-8,-8,-4,0,54,4,-54,-2
CC(=O)OC1CCC2C3CCC4=C(CC(F)C(=O)C4)C3CCC12C (configuration not stated),1,0.2,-27,-9,-4,-6,4,2,-4,0
CCN(CC(=O)Nc1ccccc1C(F)(F)F)C(=O)c1ccc2c(=O)n3c(nc2c1)CCC3,-10,-0.8,-6,-16,10,-1,-17,.,17,-2
C=CCC1(C(=O)NCCO)CCN(C(=O)OC(C)(C)C)CC1,-3,2.8,28,10,8,-1,-18,.,19,1
COc1cc(OC)cc(C(=O)N/N=C/c2ccc(OC)c(COc3ccc4ccccc4c3)c2)c1,0,2.4,-6,-20,2,-5,64,-2,-64,-1
CCOC(=O)c1c(NC(=O)c2cc(C)oc2C)sc(C(=O)Nc2ccc(Cl)cc2)c1C,-7,1.7,-7,-10,-1,1,67,0,-67,-4
O=C(O)c1ccc(S(=O)(=O)NCc2ccc3c(c2)OCO3)cc1,-3,-1.5,2,-11,-2,-1,-5,34,5,1
COc1ccc(CC(=O)NCC(C)(C)N2CCOCC2)cc1,-6,-0.8,17,1,9,-4,-20,-1,20,-1
c1coc(-c2nnc(SCc3cn4ccccc4n3)o2)c1,-21,2.5,-38,2,-8,0,-11,.,11,0
CSc1ncccc1C(=O)NCc1ccccc1Cl,-11,-1.9,0,3,-1,-2,.,1,.,-1
CCOC(=O)c1ccc([N+](=O)[O-])cc1NC(C)=O,-28,-1.2,-6,-18,0,2,14,0,-14,-4
COc1ccc(N2CCN(CCCNC(=O)CCCn3c(=O)[nH]c4ccsc4c3=O)CC2)cc1,6,-0.2,21,1,-13,-4,-7,.,7,-2
O=C(O)c1cccc(Cn2cccn2)c1,-9,-0.7,9,-7,-6,-1,-1,-4,1,-4
CC(C)(C)c1cc(C(=O)N/N=C/c2ccco2)n[nH]1,-3,1.5,-5,-6,5,1,-6,-1,6,-1
Cc1[nH]n(-c2ccc(Cl)cc2)c(=O)c1/C=N/n1c(C)nc2ccccc2c1=O,-6,0.9,14,6,-8,10,-7,1,7,-1

# Reprinted at random: three compounds from above
SMILES,Cardiac RTF inh,C-LANA FP,Arrestin-AP2 inh,PvdQ acylase,PKA-R2B activ,DAGLB inhibitor,SR-BI DiI inh,NSD2 HMT inh,SR-BI uptake up,Keap1 Nrf2 FP
CCOC(=O)c1ccc([N+](=O)[O-])cc1NC(C)=O,-28,-1.2,-6,-18,0,2,14,0,-14,-4
CCOC(=O)c1c(NC(=O)c2cc(C)oc2C)sc(C(=O)Nc2ccc(Cl)cc2)c1C,-7,1.7,-7,-10,-1,1,67,0,-67,-4
O=C(O)c1ccc(S(=O)(=O)NCc2ccc3c(c2)OCO3)cc1,-3,-1.5,2,-11,-2,-1,-5,34,5,1

# (cont.)
SMILES,Cardiac RTF inh,C-LANA FP,Arrestin-AP2 inh,PvdQ acylase,PKA-R2B activ,DAGLB inhibitor,SR-BI DiI inh,NSD2 HMT inh,SR-BI uptake up,Keap1 Nrf2 FP
Cc1onc(-c2ccccc2Cl)c1C(=O)N1CCCCCC1,-8,-0.1,23,-3,6,-4,2,-8,-2,2
COc1ccc(N2CCN(C3CCCN(C(=O)c4cccc(C)n4)C3)CC2)cc1 (configuration not stated),-3,-0.8,6,13,4,1,16,0,-16,-6
COc1c(C)cc(S(=O)(=O)NC2CC(C)(C)NC(C)(C)C2)c(C)c1C,-1,-0.7,7,-4,-9,-1,-20,-1,20,4
NC(=O)COC(=O)C(Cc1ccccc1)NS(=O)(=O)c1ccccc1F (configuration not stated),6,-2.6,7,-18,4,2,-3,-3,.,-6
CC1=C([N+](=O)[O-])C(c2ccc3c(c2)OCO3)N(C)C(=O)N1C (configuration not stated),-11,0.9,-19,-16,0,1,-10,-1,10,0
O=C(COc1ccc(S(=O)(=O)Nc2ccccc2)cc1)NCc1ccccn1,-4,-2.3,-6,0,-9,3,-4,-3,4,1

# Screening data (PubChem BioAssay)
